Assay outcomes from PubChem.
WT yeast gro inh: growth inhibition of WT yeast, mitochondrial fusion screen | mitochondrial fusion phenotypic screen, WT strain | inhibition, % at 10 µM | 190,000 compounds, 2.1% hits | AID 1362; in the data active means inhibition above about 58%; tested in S. cerevisiae
Dynein transport: blocks dynein driven cargo transport along microtubules; 220,000 compounds, 0.47% hits; 3617.4 mouse cells, GR-EGFP nuclear translocation imaging; test concentration mostly 20 µM; stimulated with dexamethasone, 1 µM; active compounds read low; z-score, hits read low; AID 1381;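 active means plate z-score of nuclear minus cytoplasmic receptor signal below a set negative limit, without overly bright fluorescence or cell loss, cut at about -3.5 in these data, passing the limit was not always enough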;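 further: z-score of nuclear minus cytoplasmic ring GR-EGFP intensity difference per well; some compounds called inactive have numbers as strong as hits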
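Buffer or medium: tet-free, stripped-serum medium; reagent: dexamethasone at 1.0 µM final, 30 min; incubation: 48 h induction, 1 h compound, 30 min dex at 37 °C; measured by: formaldehyde fixation, Hoechst nuclear stain, 10x automated fluorescence imaging; read-out: nuclear-to-cytoplasmic GR-EGFP distribution per well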
Ins promoter up: MIN6 insulin promoter up-regulation; MIN6 insulin promoter-GFP reporter, high-content imaging; active compounds read high; z-score at 5 µM; 190,000 compounds, 0.3% hits;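 active means z-score above 3 at 5 µM with at least 500 cells counted in the well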
Yfh1-depleted yeast: mitochondrial function rescue without frataxin homolog – Friedreich's ataxia, plus single-dose screen, dose response (AID 1465). S. cerevisiae Yfh1-off respiration, WST-1 reduction, 72 h; higher fold induction means a stronger effect. fold induction at 50 µM; hits with a dose series show EC50 in µM. 220,000 compounds, 0.074% hits;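 active means fold induction of absorbance versus untreated yeast above a set limit, then at least 30% activation at any dose in follow-up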;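 further: activators that raise dye reduction in frataxin-depleted yeast; strong numbers were not always called active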
Autophagy mod: autophagy modulation, high-content screen. MEF GFP-LC3 puncta imaging; test concentration mostly 10 µM. calls only at 10 µM (by protocol). AID 463193. 190,000 compounds, 0.98% hits;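 active means percentage of spot-positive cells more than 3 SD above its plate mean, without a fluorescence outlier flag or 80% toxicity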;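 further: spot-positive cell cutoff set from DMSO-treated cells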
b-catenin transl: modulators of beta-catenin nuclear translocation; AID 1665; HeLa beta-catenin nuclear translocation, immunofluorescence imaging; 190,000 compounds, 0.3% hits; nuclear translocation activity, % at 5 µM;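 active means nuclear translocation activity above 50% at 5 µM, with a well cell count of 50 or more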;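 further: per-cell ratio of nuclear to cytoplasmic median beta-catenin stain intensity; plate controls were DMSO negative control for no effect and GSK-3 inhibitor IX positive control for full effect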
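Technique: fluorescence imaging of beta-catenin antibody stain plus DAPI / Material: human HeLa cell line / Incubation: compound treatment 24 h, 37°C, 5% CO2 / Read-out basis: % activation of per-cell nuclear versus cytoplasmic median beta-catenin signal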
NOD2 inhibition: inhibition of NOD2-driven NF-kB reporter – cell-based, luminescence, uHTS, HEK293 (AID 1566); one-dose inhibition, % at 4 µM; EC50 in µM for titrated hits; 290,000 compounds, 0.63% hits; HEK293 NOD2/NF-kB luciferase reporter, luminescence; higher % means a stronger effect; in the data active means inhibition above about 50%; further: many of its hits are not listed in these tables
MT stabilize HCS: stabilizes microtubules in HeLa cells. HeLa tubulin immunostaining HCS, 24 h; share of cells brighter than vehicle mean+2SD. % tubulin-high responders, % at 10 µM. 200,000 compounds, 0.83% hits. AID 2205;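 active means plate Z-score above 3 for both tubulin-high and condensed-nucleus cell shares, with cell loss under 80%, at 10 µM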;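 further: anti alpha tubulin signal scored within the nucleus-defined area of each cell; some results filed as inactive read as strong as hits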
Hep lipid drop: modulators of hepatic lipid droplet formation; 240,000 compounds, 0.4% hits; inhibition, % at 6.5 µM; AML12 mouse hepatocytes, oleate lipid droplets, BODIPY imaging;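 active means lipid droplet intensity inhibited by at least 50%, with more than 500 cells counted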
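Assay system: AML12 mouse liver cells | Compound dosing: One dose, 6.5 µM compound | Read-out basis: Droplet intensity reduction, % inhibition | Measured by: Fluorescence imaging, 20x objective, two fields per well | Schedule: Overnight treatment with compound plus oleate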
WT yeast gro inh mutant strain: further read-out of WT yeast gro inh, marked with its call; inhibition, %; mitochondrial fusion phenotypic screen, mutant strain inhibition
Dynein transport cytoplasmic EGFP: further read-out of Dynein transport, marked with its call; z-score; measured here: cytoplasmic GR-EGFP intensity; active compounds read high
Dynein transport nuclear GR-EGFP: second read-out of Dynein transport, no call of its own (marks repeat the call); z-score; measured here: nuclear GR-EGFP intensity;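 lower value marks the stronger effect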
Dynein transport cell count: second read-out of Dynein transport, no call of its own (marks repeat the call); z-score; measured here: cell count per field
Ins promoter up cell count: second read-out of Ins promoter up, no call of its own (marks repeat the call); cell count; measured here: cytotoxicity, nuclei count;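 total cells summed across four imaged fields per well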
Hep lipid drop cells 6.5 µM: second read-out of Hep lipid drop, no call of its own (marks repeat the call); cell count; measured here: cell count, cytotoxicity flag;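 cells counted across two imaged fields per well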
b-catenin transl cell count 5 µM: recorded beside b-catenin transl, whose call it bears; cell count; measured here: cell count, cytotoxicity flag
MT stabilize HCS Hoechst-high %: second read-out of MT stabilize HCS, no call of its own (marks repeat the call); % Hoechst-high responders; measured here: nuclear condensation Hoechst responders;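 share of cells brighter than vehicle mean plus two SD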
MT stabilize HCS cytotoxicity %: further read-out of MT stabilize HCS, marked with its call; toxicity, %; measured here: cytotoxicity by cell density;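 0% = mean cell density of plate MIN control wells and 100% = no cells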
Autophagy mod cell loss 18 h: second read-out of Autophagy mod, no call of its own (marks repeat the call); toxicity, %; measured here: cell loss, nuclei count;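 cell loss after 18 h compound exposure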
* marks the source's active call; other numbers are inactive results; i = inactive; · = not tested or not shown; + = active, no number. Only part of the results is shown; the hit share may differ from the screen's.

SMILES	WT yeast gro inh	WT yeast gro inh mutant strain	Dynein transport	Dynein transport cytoplasmic EGFP	Dynein transport nuclear GR-EGFP	Dynein transport cell count	Ins promoter up	Ins promoter up cell count	Yfh1-depleted yeast	Autophagy mod	Autophagy mod cell loss 18 h	b-catenin transl	b-catenin transl cell count 5 µM	NOD2 inhibition	MT stabilize HCS	MT stabilize HCS Hoechst-high %	MT stabilize HCS cytotoxicity %	Hep lipid drop	Hep lipid drop cells 6.5 µM
CC1CCCCC1NS(=O)(=O)c1ccc(S(=O)(=O)N2CCCC2)cc1 (stereo not drawn)	-3	1	2.3	-0.22	1	-2.5	-1.3	1332	i	i	-3	-9.2	1014	-2%	5.6	3.8	7.0	·	·
CC(=O)Nc1ccc(SCC(=O)c2cc(C)n(CC(F)(F)F)c2C)cc1	7	12	1.1	-0.17	1.3	-0.022	·	·	i	i	-2	·	·	-34%	1.8	1.6	8.0	17	742
CCOC(=O)COc1ncn(-c2ccccc2)n1	2	23	-0.84	-0.06	-0.13	0.17	·	·	i	i	1	-9.9	1169	1%	0.9	0.7	4.4	5	757
Cc1nc2c(Br)cc(Br)cc2cc1O	37	-11	-0.27	-0.19	-0.22	1.4	·	·	i	i	-2	-14	1230	13µM*	2.2	2.5	1.6	9	784
O=C(NCCCN1CCOCC1)c1ccc(Br)cc1Br	1	17	0.26	-0.28	0.54	-0.45	-0.13	1655	i	i	-8	-1.8	1019	-36%	2.4	3.2	9.0	18	527
O=C(Cn1cccc(C(F)(F)F)c1=O)c1ccc(Cl)cc1	·	·	1	-0.16	0.27	-0.95	-0.21	1451	i	·	·	-3.6	1064	8%	·	·	·	-41	735
CCOC(=O)NC(=O)COC(=O)c1cccc2ccccc12	6	-3	0.54	0.85	0.83	-1.6	-0.19	1289	i	i	-8	-0.1	1073	1%	4.4	2.9	5.7	-10	671
CC(C)OCCCNC(=O)CCSc1ccc(Cl)cc1	-3	-1	-0.54	-0.027	0.032	0.19	0.67	833	i	i	-6	-1.3	1020	-7%	2.1	1.7	11	-18	760
COc1cccc(-c2nn(C)c3sc(C(=O)N4CCN(c5ccccn5)CC4)cc23)c1	23	-9	0.99	-0.23	0.54	-0.094	-10	620	i	i	0	-0.5	990	22%	13*	36*	37*	-16	759
COc1ccc(C/C(C)=N/NC(=O)c2ccc(C)cc2C)cc1	-2	-14	0.36	-0.18	0.12	0.1	-0.35	1245	i	i	19	3.1	1142	16%	3.5	2.2	2.9	-4	667
COc1ccc(C(CC(=O)NCC(OC)OC)NS(=O)(=O)c2ccc(Cl)cc2)cc1 (stereo not drawn)	0	9	0.14	-0.26	0.23	-0.2	-0.31	1330	i	i	30	0.2	1106	15%	2.0	2.1	1.0	3	716
O=C(NCCO)/C(=C\c1cccs1)NC(=O)c1cccs1	-3	16	-0.18	-0.24	-0.022	0.2	0.15	1521	i	i	-1	-0.6	1103	-3%	2.5	2.1	9.2	-22	729
CCC1=C(OC(=O)N(CC)CC)N2C(=O)OC(=NCCc3c[nH]c4ccccc34)[C@]2(Cc2ccccc2)[C@H]2C1=CC[C@H]1C(=O)N(C)C(=O)[C@H]12	·	·	-0.047	-0.65	0.092	-0.48	1.6	844	i	·	·	-1.0	1348	-1%	·	·	·	-14	694
Cc1ccccc1-c1nc2ccccc2[nH]1	8	8	-0.12	-0.25	-0.25	0.59	·	·	i	i	-11	·	·	-51%	3.5	2.6	3.4	-6	745
COC(=O)c1ccc(N2CCN(S(=O)(=O)c3ccc(Br)cc3)CC2)c([N+](=O)[O-])c1	-10	1	·	·	·	·	0.27	1803	i	i	22	-4.8	1065	10%	1.3	1.2	6.3	7	653
CN1CCN(S(=O)(=O)c2ccc(N3CCN(S(=O)(=O)/C=C/c4ccccc4)CC3)nc2)CC1	10	25	-0.14	-0.22	0.086	0.28	0.11	1178	i	i	-3	-2.8	1139	-14%	3.2	2.7	7.9	·	·
Cc1cc(C)c(S(=O)(=O)N2CCC(C(=O)NCc3ccc(Cl)cc3Cl)CC2)c(C)c1	75*	73*	0.38	-0.44	0.13	0.63	-0.12	826	i	i	2	·	·	-2%	1.1	3.5	17	-22	804
Cc1cc(C)nc(SCc2ccc(C(=O)N/N=C/c3cccc(O)c3O)cc2)n1	-23	-6	-0.92	-0.28	-0.73	1.1	-3.5	609	i	i	25	0.5	905	-85%	5.2	3.1	25	-17	470
C=CCNc1nc(Cl)nc(Nc2ccc(OC)cc2OC)n1	0	-7	-0.92	-0.25	-0.39	0.58	-0.3	1673	i	i	-10	0.6	1519	12%	2.2	1.8	3.6	5	714
CCN1CNC(=S)N(c2cccc(C)c2)C1	·	·	1.4	-0.22	0.66	-0.37	-0.51	1360	i	·	·	-0.6	1096	-13%	·	·	·	-4	724
Fc1ccccc1OCCCCSc1ncccn1	-10	-4	0.28	-0.11	0.51	-0.95	-0.15	1567	i	i	1	1.3	1364	-34%	3.9	1.8	1.9	·	·
Cc1sc(NC(=O)CSC2=NCCS2)nc1-c1ccccc1	24	13	0.62	-0.0051	0.68	-0.66	-0.7	949	i	i	-6	·	·	4%	1.7	1.1	6.0	-9	735
Cc1c(NC(=O)c2n[nH]c(=O)c3ccccc23)c(=O)n(-c2ccccc2)n1C	-4	-25	-1.5	-0.24	-0.22	1	·	·	i	i	-10	-0.3	1091	-4%	2.2	1.3	9.0	-42	677
Cc1nnsc1Sc1ccccc1C(=O)O	-8	14	0.96	-0.35	0.23	-1.3	0.52	1463	i	i	-2	2.0	1007	-6%	6.2	1.9	6.7	-17	713
O=C(NCCN1C(=O)S/C(=C\c2ccccc2F)C1=O)C1CCCN1C(=O)c1cccs1 (stereo not drawn)	-8	4	0.59	-0.069	0.16	-0.98	-0.03	1395	i	i	-1	-0.4	979	6%	3.7	2.7	3.7	-4	666
O=C(COc1ccc(Br)cc1Cl)NC1CCCCC1	4	1	-0.028	-0.33	-0.42	0.81	-0.12	1448	i	i	0	-2.4	1017	-52%	1.9	2.2	5.1	4	687
O=C1Nc2ccccc2S/C1=C/Nc1cccc(Cl)c1	-5	-7	0.06	2.6	1.4	0.41	-0.37	1624	i	i	-24	0.9	1347	-78%	2.6	2.1	1.8	·	·
N#Cc1nc(-c2ccccc2Cl)oc1N1CCOCC1	3	3	0.71	-0.16	0.46	-0.74	1.1	1193	i	i	-6	·	·	-23%	3.0	2.2	3.0	11	719
CCCCS(=O)(=O)Nc1ccc2c(c1)ncn2C1CCCCC1	-8	-2	0.96	-0.13	-0.22	-0.11	0.67	1228	i	i	3	0.4	959	-11%	2.0	1.3	6.9	5	787
O=C(CSc1ncn[nH]1)CSc1ncn[nH]1	-14	6	-0.96	-0.18	-0.43	0.4	·	·	i	i	-5	-1.2	1144	-1%	4.4	2.2	7.7	6	722
Cc1nnc(SCc2nnc(-c3cccs3)o2)s1	-5	4	0.38	-0.36	0.46	0.56	0.6	1062	i	i	19	0.4	1090	-2%	3.8	1.6	5.3	-12	666
COC(=O)c1ccc(OS(=O)(=O)N(C)C)cc1	-8	8	-0.69	-0.36	0.013	0.92	-0.21	1067	i	i	11	-0.3	1025	-11%	3.3	2.9	5.1	-6	676
Cc1cccc(-n2c(N)c(-c3nc4ccccc4n3C)c3nc4ccccc4nc32)c1	51	26	0.17	10	3.1	-6.8	0.22	1133	i	+	-0.7*	-0.6	547	-5%	i	·	100	34	716
CCOC(=O)C(=O)/C(=C\N(C)C)c1onc(-c2c(Cl)cccc2Cl)c1C(=O)OC	-5	-6	0.27	-0.13	-0.41	0.025	0.66	1818	i	i	2	-5.4	1085	-13%	1.4	1.0	1.7	-3	499
CCOC(=O)CCC(=O)N1CCNC(=O)C1	4	-12	-1.6	-0.24	-0.75	1.3	-0.47	1620	i	i	-4	-0.6	1090	0%	1.3	2.1	5.4	5	713
CC(=O)Nc1ccc2nc(SCC(=O)N3CCOCC3)sc2c1	7	1	0.16	0.51	0.29	-0.3	-1.2	1219	i	i	16	-0.9	1102	4%	1.3	1.3	0.3	-6	754
N#Cc1nc(-c2ccccc2Cl)oc1NCc1ccco1	5	35	-0.46	-0.23	-0.51	0.78	-0.18	1211	i	i	-10	-0.8	1055	-27%	3.2	2.1	8.3	-30	647

Ordered by molecular weight (lowest first): part of the list above
SMILES	WT yeast gro inh	WT yeast gro inh mutant strain	Dynein transport	Dynein transport cytoplasmic EGFP	Dynein transport nuclear GR-EGFP	Dynein transport cell count	Ins promoter up	Ins promoter up cell count	Yfh1-depleted yeast	Autophagy mod	Autophagy mod cell loss 18 h	b-catenin transl	b-catenin transl cell count 5 µM	NOD2 inhibition	MT stabilize HCS	MT stabilize HCS Hoechst-high %	MT stabilize HCS cytotoxicity %	Hep lipid drop	Hep lipid drop cells 6.5 µM
Cc1nnsc1Sc1ccccc1C(=O)O	-8	14	0.96	-0.35	0.23	-1.3	0.52	1463	i	i	-2	2.0	1007	-6%	6.2	1.9	6.7	-17	713
CC1CCCCC1NS(=O)(=O)c1ccc(S(=O)(=O)N2CCCC2)cc1 (stereo not drawn)	-3	1	2.3	-0.22	1	-2.5	-1.3	1332	i	i	-3	-9.2	1014	-2%	5.6	3.8	7.0	·	·
COc1ccc(C(CC(=O)NCC(OC)OC)NS(=O)(=O)c2ccc(Cl)cc2)cc1 (stereo not drawn)	0	9	0.14	-0.26	0.23	-0.2	-0.31	1330	i	i	30	0.2	1106	15%	2.0	2.1	1.0	3	716
